Screens deposited in PubChem by several laboratories.
HEK293 NFkB inh: lowers PMA/ionomycin-induced NF-kB signal in HEK293 cells; HEK-293 NF-kB luciferase reporter, luminescence; inhibition, % at 3 µM; 62,000 tested, 0.21% active;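 active = inhibition above the mean of all tested compounds plus 3 SD, cut at about 40% in these data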;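 note: 0% = stimulated DMSO wells and 100% = 10 µM reference inhibitor 5653914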
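System: NF-kB luciferase reporter HEK-293 cells | Replication: Single test | Control set: DMSO vs reference inhibitor | Evaluation: % inhibition | Schedule: 1 h pretreatment, 16 h stimulation, 37 °C | Probe or stimulus: PMA with ionomycin | Compound dosing: One dose, 3 µM | Detection: Luciferase luminescence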
S1P3 ag: agonists of human S1P3 receptor. S1P3 NFAT-BLA reporter cells, agonism, FRET ratio; relative to 1 µM S1P, basal subtracted. activation, % at 4.5 µM. 60,000 tested, 0.1% active;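 active = activation above the screen-wide mean plus 3 SD, cut at about 4.5% in these data, passing the limit was not always enough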; note: some compounds called inactive have numbers as strong as hits
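Assay system: stable CHO line with human S1P3, Gα16, NFAT-BLA reporter; Detection: FRET β-lactamase substrate fluorescence, excitation 405 nm, 460/535 nm emission ratio, background-subtracted; Read-out: percent activation versus median 1 µM S1P response, basal-subtracted, per plate; Incubation: cells plated overnight, compound 4 h 37 °C, substrate 2 h RT.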
Jurkat viability: cytotoxic compounds reducing Jurkat cell viability. Jurkat E6.1 viability, ATP luminescence, 48 h. inhibition, % at 4 µM. 56,000 tested, 1.2% active. AID 463;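 active = inhibition above the mean inhibition of all tested compounds plus 3 SD, cut at about 28% in these data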
Ec RNAP inh: Escherichia coli RNA polymerase inhibition. P0A8V2. E. coli RNA polymerase, fluorescence transcription assay. inhibition, %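 (tested at 10 µM)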. 62,000 tested, 0.2% active. AID 559; in the data active = inhibition above about 20%;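 note: 0% = enzyme without compound and 100% = no enzyme blank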
S1P1 ag-PAM: S1P1 (human) agonism or agonism potentiation. activation, % at 9.5 µM. P21453. AID 449. 56,000 tested, 0.57% active. S1P1 CRE-bla cells, forskolin, beta-lactamase FRET, potentiator mode; S1P1 agonist co-added at EC20, 2 nM; 100% = saturating reference agonist, 0% = basal;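 active = activation above a cutoff set at the mean activation of all tested compounds plus 3 SD, cut at about 54% in these data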;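 note: forskolin at 4 µM as EC80 and the EC20 agonist is SEW2871; 100% = SEW2871 at its EC100 plus forskolin at EC80; some compounds past the cut are filed as inactive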
D1 allo mod: allosteric modulators of human D1 dopamine receptor. P21728. HEK293 D1, CRE-luciferase, dopamine EC30 potentiation; actives deviate in either direction. B-score at 10 µM. 58,000 tested, 5.9% active. AID 641;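 active = luminescence count or its row- and column-corrected plate score outside the 99.7% band of the plate's sample wells, on either side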
Target sequence (P21728 whole entry, looked up): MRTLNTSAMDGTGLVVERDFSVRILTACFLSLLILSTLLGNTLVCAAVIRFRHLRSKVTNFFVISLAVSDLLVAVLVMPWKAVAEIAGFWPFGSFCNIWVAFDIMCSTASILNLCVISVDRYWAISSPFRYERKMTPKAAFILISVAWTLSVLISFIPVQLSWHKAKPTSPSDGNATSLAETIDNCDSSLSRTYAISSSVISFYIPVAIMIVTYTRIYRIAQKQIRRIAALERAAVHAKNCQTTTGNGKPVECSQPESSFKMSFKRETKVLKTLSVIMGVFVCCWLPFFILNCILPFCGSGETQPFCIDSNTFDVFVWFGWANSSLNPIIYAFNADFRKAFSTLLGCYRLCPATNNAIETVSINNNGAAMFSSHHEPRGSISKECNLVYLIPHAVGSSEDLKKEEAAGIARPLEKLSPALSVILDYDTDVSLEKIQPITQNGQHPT
TNAP act DEA: activates human TNAP at intermediate phosphate acceptor concentration. P05186. purified TNAP, CDP-star luminescence, 100 mM DEA, 30 min; stronger effect = higher value; scale: 0 levamisole-inhibited, 1 vehicle-only enzyme. activation factor at 20 µM. 64,000 tested, under 10 active. AID 813;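 active = activation factor of at least 2 at 20 µM, relative to controls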
M1 agonist: activates the M1 muscarinic receptor | CHO-M1 cells, Fluo-4 calcium fluorescence, agonist mode; stronger effect = higher value | B-score at 10 µM | 64,000 tested, 3% active | AID 626;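 active = fluorescence rise, raw or as B-score row- and column-corrected plate score, outside the 99.7% band of its plate's samples, either direction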
M1 antagonist: blocks the rat M1 muscarinic receptor response to acetylcholine. P08482. CHO-M1 cells, Fluo-4 calcium, ACh EC80 antagonist mode; stronger effect = lower value. B-score at 10 µM. 64,000 tested, 3.4% active. AID 628;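 active = calcium fluorescence response, raw or row-and-column corrected B-score, differing from the plate sample mean either way at a set confidence level, mostly lower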
Target sequence (P08482 whole entry, looked up): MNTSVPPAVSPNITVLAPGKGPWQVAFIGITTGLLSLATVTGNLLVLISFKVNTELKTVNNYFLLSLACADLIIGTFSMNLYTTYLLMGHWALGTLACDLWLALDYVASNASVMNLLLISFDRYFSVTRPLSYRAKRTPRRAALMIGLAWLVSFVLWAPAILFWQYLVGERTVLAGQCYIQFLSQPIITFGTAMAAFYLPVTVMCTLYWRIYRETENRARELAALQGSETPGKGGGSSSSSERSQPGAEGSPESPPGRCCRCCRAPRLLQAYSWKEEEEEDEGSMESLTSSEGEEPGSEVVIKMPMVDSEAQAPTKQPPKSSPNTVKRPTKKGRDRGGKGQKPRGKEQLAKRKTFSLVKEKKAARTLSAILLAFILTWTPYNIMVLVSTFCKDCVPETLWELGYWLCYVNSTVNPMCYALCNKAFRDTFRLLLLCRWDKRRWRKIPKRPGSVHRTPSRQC
* hit, by the source's call; . = no result given.

SMILES	HEK293 NFkB inh	S1P3 ag	Jurkat viability	Ec RNAP inh	S1P1 ag-PAM	D1 allo mod	TNAP act DEA	M1 agonist	M1 antagonist
Cc1ccc(Nc2nc(N3CCOCC3)nc(N3CCOCC3)n2)cc1	26	1.1	0	13	-23	-0.55	0.9	0.16	0.65
CN(C)S(=O)(=O)N(CC(=O)Nc1ccccc1C(F)(F)F)c1ccccc1	9	-0.4	-1	10	.	-0.032	0.9	0.0057	-0.22
Cn1c(=O)c2c(nc(Br)n2Cc2ccc3ccccc3c2)n(C)c1=O	.	-3.0	.	1	-7	.	0.9	-1.4	0.023
COc1ccc2c(c1)c(C(=O)N1CCN(C)CC1)c(C)n2-c1ccccc1	14	.	.	5	.	.	0.6	0.3	-0.017
COCc1cc(C)nc(SCC(=O)Nc2cc3c(cc2C#N)OCO3)c1C#N	18	-1.0	2	5	-18	.	1	2.6	0.11
O=C(CSc1nnc(Cc2ccccc2)o1)NCCN1C(=O)CSC1=O	10	.	.	1	.	-0.73	1	-0.27	0.055
CCc1nc(SCC(=O)Nc2ccc(C(=O)O)cc2)n[nH]1	6	-1.3	1	12	10	.	1	-0.25	0.01
CCOC(=O)Nc1cc(OC)c(OC)cc1Cc1nccc2cc(OC)c(OC)cc12	0	0.5	-6	-11	.	3.5	0.9	1.9	-0.94
N#Cc1ccc(C(c2nnnn2CCc2ccccc2)N2CCCCCC2)cc1 (configuration not stated)	14	-0.8	-2	6	24	-0.012	1	0.36	-0.45
O=C1CCCC(O)=C1C1C2=C(CCCC2=O)Oc2ccccc21 (configuration not stated)	-7	-1.6	2	2	15	-0.39	0.9	-0.48	-0.052
Cc1ccc(C)c(N2CCN(C(=O)CC3Sc4ccccc4NC3=O)CC2)c1 (configuration not stated)	9	-1.3	4	6	-1	0.71	1	-1.4	0.73
O[C@@H]1C2CCCC1[C@]1(O)CCCCC1C2 (some centres not stated)	13	-0.3	-1	4	-30	0.82	1	0.3	-0.74

Next part (three carried over from the part before).
SMILES	HEK293 NFkB inh	S1P3 ag	Jurkat viability	Ec RNAP inh	S1P1 ag-PAM	D1 allo mod	TNAP act DEA	M1 agonist	M1 antagonist
O=C1CCCC(O)=C1C1C2=C(CCCC2=O)Oc2ccccc21 (configuration not stated)	-7	-1.6	2	2	15	-0.39	0.9	-0.48	-0.052
Cc1ccc(C)c(N2CCN(C(=O)CC3Sc4ccccc4NC3=O)CC2)c1 (configuration not stated)	9	-1.3	4	6	-1	0.71	1	-1.4	0.73
O[C@@H]1C2CCCC1[C@]1(O)CCCCC1C2 (some centres not stated)	13	-0.3	-1	4	-30	0.82	1	0.3	-0.74
CCOC(=O)c1c(NC(=O)c2ccc(-n3cnnn3)cc2)sc2c1CCCC2	16	-0.9	-2	0	3	1	0.9	.	.
O=C(NCCn1ccc2ccccc21)C1CCCCC1	3	1.4	-3	5	9	0.042	0.9	-1.1	1.2
CCOC(=O)c1nn(-c2c(C)n(C)n(-c3ccccc3)c2=O)cc1O	10	-0.1	-6	6	-5	-1.7	1	0.055	0.03
CC1=NC(C(F)(F)F)(C(F)(F)F)C(C#N)=C(C)N1	15	-0.6	0	9	-28	0.15	1	-1.1	0.006
O=S(=O)(NCCC1=CCCCC1)c1cccc(S(=O)(=O)N2CCOCC2)c1	16	-0.8	5	3	10	-0.01	0.9	-0.65	-0.33
O=S(=O)(NCC(c1cccnc1)N1CCN(Cc2ccccc2)CC1)c1ccccc1 (configuration not stated)	10	-0.8	-1	4	-2	-0.33	1	-0.032	-0.99
OC(CN1CCOCC1)Cn1c(-c2cccc(Cl)c2)nc2ccccc21 (configuration not stated)	18	-0.5	-3	5	-8	0.038	0.9	-0.94	-0.35
CCOc1ccccc1N1CCN(S(=O)(=O)c2cccc3nsnc23)CC1	12	-1.5	3	-3	4	0.48	0.8	0.75	-0.54
O=C(NCCCn1ccnc1)C(F)(F)C(F)(F)C(=O)NCCCn1ccnc1	17	-1.1	-1	5	-4	-0.66	1	-0.092	-0.14
O=P(O)(CN1CCCCC1)CN1CCCCC1	4	-0.4	0	4	-3	-0.051	0.9	-0.22	0.03
CCOc1ccccc1NC(=O)Cn1c(C)cc(COC)c(C#N)c1=O	11	-1.2	-5	1	-23	-0.064	0.9	-0.12	-0.56
O=C(Nc1ccc(O)cc1C(=O)O)c1ccc2c(c1)C(=O)N(Cc1ccco1)C2=O	10	-0.7	0	12	-3	-0.074	0.9	1.6	1.1
O=C(c1ccco1)N1c2ccccc2Sc2ccccc21	-1	1.8	1	4	15	0.83	0.9	1.5	-0.0013
Cc1oc(C)c(C(=O)O)c1COc1ccc(C(=O)O)cc1	15	-0.7	-5	5	-2	-0.2	1	-0.19	-0.41
COc1ccc(CCNS(=O)(=O)c2ccc3c(c2)oc(=O)n3C)cc1OC	12	-0.6	8	4	1	.	0.9	0.35	0.29
CCN(c1ccccc1)S(=O)(=O)c1cnc[nH]1	22	-0.5	0	-3	-1	-0.9	0.9	0.32	-0.033
O=C(COC(=O)c1ccccn1)Nc1cc(Cl)ccc1Cl	26	-0.2	-1	6	-2	-0.31	.	0.027	-0.068
N#CC1=C(N)N(c2ccc(Oc3ccccc3)cc2)C(=O)C1	9	1.9	1	6	-1	0.21	0.9	-0.35	0.87
Cc1ccc2c(c1)N(Cc1ccccn1)C(=O)C(C)O2 (configuration not stated)	12	0.2	1	1	-13	1	0.9	0.037	-0.6
O=C(CSc1nc2ccccc2[nH]1)NCc1ccco1	8	0.1	0	10	-14	.	0.9	0.21	-0.53
COc1ccc(Cn2nnnc2C(c2cc3cc(C)ccc3[nH]c2=O)N2CCOCC2)cc1 (configuration not stated)	-9	0.0	-2	9	9	.	1	-0.42	-0.029
O=C(CSc1nnc(-c2ccc(OC(F)F)cc2)o1)NC(=O)NCc1ccco1	13	0.3	1	1	-28	-0.6	0.9	0.33	-0.14
CCCCc1cc(=O)oc2c(CN3CCCC3)c(O)c(Cl)cc12	7	0.9	-4	-144	.	-0.29	0.9	-0.2	-0.074
Cc1ccc(-c2cc(C(=O)NCC3CCCO3)no2)cc1 (configuration not stated)	-2	-1.2	-2	6	1	-2	0.9	-0.6	0.044

4 records picked at random from those above, as already listed:
SMILES	HEK293 NFkB inh	S1P3 ag	Jurkat viability	Ec RNAP inh	S1P1 ag-PAM	D1 allo mod	TNAP act DEA	M1 agonist	M1 antagonist
N#CC1=C(N)N(c2ccc(Oc3ccccc3)cc2)C(=O)C1	9	1.9	1	6	-1	0.21	0.9	-0.35	0.87
O=C(CSc1nc2ccccc2[nH]1)NCc1ccco1	8	0.1	0	10	-14	.	0.9	0.21	-0.53
COc1ccc(CCNS(=O)(=O)c2ccc3c(c2)oc(=O)n3C)cc1OC	12	-0.6	8	4	1	.	0.9	0.35	0.29
Cc1oc(C)c(C(=O)O)c1COc1ccc(C(=O)O)cc1	15	-0.7	-5	5	-2	-0.2	1	-0.19	-0.41

(continued)
SMILES	HEK293 NFkB inh	S1P3 ag	Jurkat viability	Ec RNAP inh	S1P1 ag-PAM	D1 allo mod	TNAP act DEA	M1 agonist	M1 antagonist
CC1CCc2[nH]nc(C(=O)O)c2C1 (configuration not stated)	7	-1.1	4	1	-8	.	0.8	-0.29	0.078
O=C(Cn1nc(Cc2cccnc2)c2ccccc2c1=O)NCC1CCCO1 (configuration not stated)	15	-1.4	-2	3	-18	-0.26	0.9	-0.58	0.41
COc1ccc(S(=O)(=O)NC(CC(=O)NC2CCCC2)c2ccco2)cc1 (configuration not stated)	18	-0.4	-2	3	-8	0.0096	1.1	0.25	-1.2
COC(=O)c1cc(Br)c(=O)n(-c2ccccn2)c1	16	-0.6	-4	.	-10	0.91	0.8	-0.37	-0.92
COc1cc(C(=O)Nc2ccc(NC(=O)C(C)C)nc2)cc(OC)c1OC	0	1.1	1	5	-3	0.044	0.9	0.69	-0.013
O=C(CSc1ncn[nH]1)c1ccc2c(c1)OCO2	16	-0.9	9	-9	.	0.066	0.8	-0.031	0.1
CC1(C)N=C(c2ccc(Cl)cc2)C(=O)N1	1	-0.8	2	5	0	-0.1	0.9	1.2	1.1
O=C(c1cnn2c(C(F)(F)F)cc(-c3ccc4c(c3)OCO4)nc12)N1CCCCC1	-6	-0.3	1	4	-15	2.3	0.9	0.014	-1.2
CCOC(=O)N1CCC(NC(=O)c2ccc(OC)c(CN3CC(=O)N4CCCC4C3=O)c2)CC1 (configuration not stated)	10	.	.	13	.	0.15	0.9	0.29	0.16
CCOC(=O)c1cc2cc(C)ccc2[nH]1	1	-1.0	8	9	19	-1.6	1	0.4	-0.68
Cc1nc2oc(C(=O)c3ccc(Br)cc3)c(N)c2c2c1COC(C)(C)C2	.	-3.8	.	.	-5	.	0.9	0.14	0.81
Cc1cccc(-c2noc(CCc3ccccc3)n2)c1	-2	0.4	-4	3	8	0.43	0.9	0.87	0.15
CC(C)Cn1c(N)c(C(=O)NCc2cccs2)c2nc3ccccc3nc21	13	8.2*	-1	-8	-264	-0.11	0.8	-0.85	-0.64
CCN(CC)CCn1c2ccccc2c2nc(C)sc21	8	-1.1	2	10	-4	-1.7	0.9	-0.025	0.11
O=C(Nc1ccc(N2CCN(C(=O)c3ccco3)CC2)cc1)c1ccc(F)cc1	21	0.0	-2	6	5	.	0.9	0.037	-1.2
COc1ccc(C(c2nnnn2C(C)(C)C)N2CCN(c3nc4ccccc4s3)CC2)cc1OC (configuration not stated)	14	-1.0	-4	6	-12	-0.009	0.9	.	.
CCOC(=O)c1nnn(-c2nonc2N)c1CN(CC)CC	2	-1.1	0	4	-20	-1.7	1	1.3	-0.066
CCOc1cc(C)c(C(C)C)cc1S(=O)(=O)n1ccc(C)n1	10	0.3	-5	9	-9	-0.43	0.9	-0.36	-1.1
COc1cc(C(c2sc3nc(C)nn3c2O)N2CC(C)CC(C)C2)cc(OC)c1OC (configuration not stated)	15	-1.2	-1	11	0	-0.079	1	-0.4	0.086
c1nc2sc3c(c2c2nnnn12)CCC3	3	-2.7	4	-4	8	0.63	1	-0.094	0.23
CCCCSc1nc(C)c(CC(=O)O)c(=O)[nH]1	-8	-0.9	-2	6	10	-0.09	0.9	0.51	0.081
O=C(c1oc(=O)c2ccccc2c1-c1ccccc1)N1CCOCC1	8	-0.5	5	-3	16	.	1	0.14	-0.16
CC(c1nnc(SCC(=O)NC(=O)NCc2ccco2)n1-c1ccc(Cl)cc1)N(C)C (configuration not stated)	13	1.9	-3	3	7	-0.0046	0.9	0.006	0.051
O=C1c2ccncc2C(=O)N1C1CCCCC1	5	0.2	4	-3	-14	0.81	1	-0.26	-0.056
Oc1c(C(c2ccccc2)N2CCN(Cc3ccccc3)CC2)sc2ncnn12 (configuration not stated)	8	-1.0	-12	5	14	.	0.9	-0.5	0.18
c1ccc(-c2cc(-c3nn4c(-c5ccco5)nnc4s3)c3ccccc3n2)cc1	10	-0.7	11	2	.	.	0.9	-1.2	0
CCOc1ccc(-n2c(SCC)nc3c(c2=O)SCC3)cc1	8	.	.	4	.	-0.15	0.9	-0.56	-0.054
C/C(Cl)=C\Cn1c(N2CCCCCC2)nc2c1c(=O)n(C)c(=O)n2C	22	2.0	12	5	-9	1.6	0.9	0.52	0.5
Cn1c(CC(=O)Nc2ccccc2)nnc1SCCOc1ccccc1	7	0.1	-5	6	13	0.18	0.9	0.44	-0.026
COc1cccc(NC(=O)CSc2ccccn2)c1	1	-1.6	7	8	-13	-0.71	1	-0.42	0.00031
